Assay outcomes deposited in PubChem BioAssay by several laboratories.
CHT PAM – human CHT allosteric activation. Q9GZV3. CHT-expressing cells, membrane potential dye, choline EC20; hits give high values; LV-AA mutant CHT in HEK293 cells. B-score at 10 µM. hit rate 0.49% among 310,000;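 active means initial fluorescence not abnormally high and integrated response B-score, plate-corrected, over 3 SD above library mean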
Target sequence (Q9GZV3 whole entry, looked up): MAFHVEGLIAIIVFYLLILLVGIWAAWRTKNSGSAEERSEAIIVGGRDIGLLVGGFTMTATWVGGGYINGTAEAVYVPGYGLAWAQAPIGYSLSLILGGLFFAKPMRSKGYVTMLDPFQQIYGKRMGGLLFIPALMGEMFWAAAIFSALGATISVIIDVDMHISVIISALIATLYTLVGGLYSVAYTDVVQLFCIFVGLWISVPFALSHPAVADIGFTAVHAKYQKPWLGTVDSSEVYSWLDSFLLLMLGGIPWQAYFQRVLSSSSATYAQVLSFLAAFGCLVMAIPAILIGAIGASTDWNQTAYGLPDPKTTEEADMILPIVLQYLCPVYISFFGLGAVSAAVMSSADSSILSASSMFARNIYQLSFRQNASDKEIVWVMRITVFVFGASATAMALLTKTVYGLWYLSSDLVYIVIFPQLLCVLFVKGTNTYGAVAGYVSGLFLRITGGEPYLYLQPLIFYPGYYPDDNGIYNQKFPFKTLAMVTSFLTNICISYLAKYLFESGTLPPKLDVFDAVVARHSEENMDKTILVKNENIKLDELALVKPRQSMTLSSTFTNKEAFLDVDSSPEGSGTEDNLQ
OX1R antag – antagonists of human orexin 1 receptor; inhibition, % at 5 µM; hit rate 0.43% among 330,000; AID 434989; CHO/OX1R cells, Fluo-8 calcium fluorescence, orexin A; O43613;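 active means inhibition above its plate's threshold, mean inhibition of all tested compounds on the plate plus 3 SD, cut at about 37% in these data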;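 further: 0% = orexin A challenge wells and 100% = SB-334867-A antagonist wells; not every result past the cut was called active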
Target sequence (O43613 whole entry, looked up): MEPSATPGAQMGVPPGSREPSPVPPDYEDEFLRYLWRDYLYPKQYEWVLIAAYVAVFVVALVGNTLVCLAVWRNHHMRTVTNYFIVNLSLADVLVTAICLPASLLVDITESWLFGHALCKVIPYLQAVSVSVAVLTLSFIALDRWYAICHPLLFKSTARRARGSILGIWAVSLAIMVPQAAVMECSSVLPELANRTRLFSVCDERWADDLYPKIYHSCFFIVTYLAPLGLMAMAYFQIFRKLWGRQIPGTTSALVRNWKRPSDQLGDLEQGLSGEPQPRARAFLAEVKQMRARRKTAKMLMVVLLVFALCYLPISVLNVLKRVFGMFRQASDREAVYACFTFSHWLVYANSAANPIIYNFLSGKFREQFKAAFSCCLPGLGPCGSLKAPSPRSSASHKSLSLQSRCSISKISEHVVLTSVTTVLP
An asterisk follows results filed as active; i = inactive; nt = no result given.

SMILES	CHT PAM	OX1R antag
O=C(CSc1ccccc1C(=O)N1CCN(c2ccc([N+](=O)[O-])cc2)CC1)N1CCCC1	nt	-33
CC1CC(C)(C)CC2(C1)NC(=O)N(CC(=O)NCCc1ccc3c(c1)OCCO3)C2=O (centres undefined)	i	-35
Cc1cc(C(=O)NCc2cccc(Cl)c2)c2ccccc2n1	i	26
COc1cc2[nH]c(=O)c(C(=O)NCCCN3CCOCC3)c(O)c2cc1OC	i	-9
CCCN1CCC(NC(=S)Nc2ccc(S(N)(=O)=O)cc2)CC1	i	0
COc1cccc(CNC(=O)CCNC(=O)Cn2ccc3ccccc3c2=O)c1	i	-17
CCC(C)NC(=O)Cn1cc(S(=O)(=O)N2CCCC2)c(S(=O)(=O)N2CCCC2)c1 (centres undefined)	i	-23
Cc1ccsc1C(=O)NNC(=O)c1cccc(S(=O)(=O)N2CCCC2)c1	nt	18
Cc1cc(C)nc(SCc2ccc(C(=O)N/N=C/c3ccco3)cc2)n1	i	-20
Cc1cc(C(=O)CN2C(=O)C(=O)N(Cc3ccco3)C2=O)c(C)n1CCc1ccc(F)cc1	nt	-6
COC(=O)C(C)n1cnc2c(cnn2-c2ccc(Cl)cc2)c1=O (centres undefined)	i	-24
CCCCN([C@H](CO)C(C)C)S(=O)(=O)c1ccccc1Br	nt	-23
COc1ccc(C(=O)NCC(=O)NCC(=O)OCC(=O)c2ccc(C)cc2)cc1	i	-15
O=C1C(Cc2ccccc2)C(c2ccccc2)N1c1ccccc1 (centres undefined)	i	-21
Cc1cc(C)c2cc(C=O)c(Cl)nc2c1	i	-7
COc1ccc(OCCOCC(O)CN2CCOCC2)cc1 (centres undefined)	i	-15
COc1ccc(CCNC(=O)C2CCN(c3nccc(C)n3)CC2)cc1	i	-28
C/C(=N\Nc1ccc(S(=O)(=O)Nc2ccc(Cl)cc2)cc1[N+](=O)[O-])c1ccc(N2CCOCC2)cc1	i	-15
CCCCn1c(O)c(/C=C/C=C/C=Nc2ccccc2)sc1=S	i	-16
O=C(COC(=O)Cn1cc(C(F)(F)F)ccc1=O)Nc1ccccc1	nt	4

Profiles, quoted from the list. Order of screens: CHT PAM | OX1R antag
Results for CCCCN([C@H](CO)C(C)C)S(=O)(=O)c1ccccc1Br → nt | -23
Results for Cc1cc(C)c2cc(C=O)c(Cl)nc2c1 → i | -7
Results for O=C(COC(=O)Cn1cc(C(F)(F)F)ccc1=O)Nc1ccccc1 → nt | 4

Copied from the entries so far for reference:
SMILES	CHT PAM	OX1R antag
COC(=O)C(C)n1cnc2c(cnn2-c2ccc(Cl)cc2)c1=O (centres undefined)	i	-24
CCCCN([C@H](CO)C(C)C)S(=O)(=O)c1ccccc1Br	nt	-23
COc1ccc(C(=O)NCC(=O)NCC(=O)OCC(=O)c2ccc(C)cc2)cc1	i	-15
O=C1C(Cc2ccccc2)C(c2ccccc2)N1c1ccccc1 (centres undefined)	i	-21

Carrying on.
SMILES	CHT PAM	OX1R antag
COc1ccc(NC(=O)C2CCCN2C(=O)NCc2ccccc2)cc1OC (centres undefined)	i	-6
COc1cc(/C=C2/SC(=S)N(CC(=O)Nc3cccnc3)C2=O)cc(OC)c1OC	i	-26
CC(C)[C@H](NC(=O)N1CC(=O)Nc2ccccc21)C(=O)N[C@H](C(=O)O)c1ccccc1	i	-21
Cc1onc(NC(=O)CSCC(=O)O)c1Br	i	0
COc1ccc(CNC(=S)Nc2ccc3nc(N4CCN(C)CC4)cc(C)c3c2)cc1	6.3*	-18
O=C(CCl)Nc1ccccc1C(=O)NCc1ccccc1	i	-9
O=C(OCC(=O)N1CCCCCC1)c1cnc(Cl)c(Cl)c1	nt	-10
O=C(C[C@H]1C/C=C\C[C@@H](Cc2ccc(F)cc2)C(=O)O[C@@H](c2ccccc2)CNC1=O)NCCO	nt	1
O=C(O)c1cn(Cc2cccnc2)c(=O)c2ccccc12	i	-20
Cc1cc(C)nc(SCc2nc3ccccc3n2C)n1	i	-7
Cc1ccc(/C=N/N2C(=O)C3C(C2=O)C2C=CC3C23CC3)o1 (centres undefined)	i	-7
Cc1ccc(Nc2ncnc3sccc23)c(C)c1	i	-8
NC(=NC(=O)c1ccc(OC(F)(F)F)cc1)c1ccc(C(F)(F)F)cn1	i	-1
C=CCOc1ccc(/C=C/C(=O)OCC(=O)NCc2ccco2)cc1	i	-9
COc1cc2c(cc1OC)C1Cc3ccc(OC)c(OC)c3C[N+]1([O-])CC2 (centres undefined)	i	6
O=C(NCC1CC1)C1(C(F)(F)F)CC(CCc2ccccc2)CCCO1 (centres undefined)	i	-41
O=S(=O)(/N=C(\Nc1ccc(F)cc1)C(F)(F)F)c1ccccc1	i	-11
COc1ccccc1C(=O)N/N=C(\C)c1ccc(NC(=O)C2CC2)cc1	i	-19
O=C(NC(=S)Nc1cccc(Cl)c1N1CCOCC1)c1cccs1	i	-27
O=C(COc1ccc(F)cc1)Nc1nnc(-c2ccncc2)s1	i	-21
O=C(CSc1nnc(Cc2ccccc2)o1)NC1CCCCC1	i	-10
S=C1N(c2ccccc2)C(c2ccc(Br)cc2)N2CCCN12 (centres undefined)	i	-23
O=c1[nH]nc(-c2ccc(F)cc2)cc1Cc1cccs1	i	-38
COc1ccc(Br)cc1CN1CCN(C(=O)c2ccc(OC)c(OC)c2)CC1	i	-20
COC(=O)[C@@]1(Cc2ccc(OC)cc2)[C@@H]2C(=CC(=O)[C@H]2CC(=O)C(=O)N(C)C)CN1C(=O)c1ccccc1	i	-10
COc1cc(/C=N/Nc2ccccc2C(F)(F)F)ccc1O	i	-24
O=c1oc(-c2cccc([N+](=O)[O-])c2)nc2ccccc12	i	3
O=C(CCc1nnc2ccc(N3CCCCC3)nn12)NCC1CCN(Cc2ccc(F)cc2)CC1	i	-31
COc1ccc(CNCc2ccccc2C(F)(F)F)cc1	i	-23
Nc1nnc(CC(=O)N/N=C/c2ccc(-c3ccccc3Cl)o2)s1	i	-7
Cn1cnc(S(=O)(=O)Nc2ccccc2N2CCOCC2)c1	i	-15
O=C(NCCC1CCCCN1S(=O)(=O)c1ccccc1)C(=O)NCc1ccncc1 (centres undefined)	i	-19
Cc1ccc(NC(=O)CSC2=C(C#N)C(c3ccco3)C3=C(CCCC3=O)N2)cc1 (centres undefined)	i	-18
CCOc1ccc(C(C(=O)NCC2CCCO2)N(C(=O)c2snc(C(N)=O)c2N)c2ccc3c(c2)OCCO3)cc1 (centres undefined)	i	-14
CCCn1c(-c2cccs2)nc2nc3ccccc3nc21	i	-30
COc1cc(Cl)ccc1OCc1cc(C(=O)N(C)C2CCOC2)no1 (centres undefined)	i	-10
Cn1cc(C(=O)N2CCN(c3ccccn3)CC2)c(=O)c2cc(S(=O)(=O)N3CCOCC3)ccc21	i	-10
c1ccc(Sc2nc(N3CCCCC3)nc(N3CCCCC3)n2)nc1	i	-22
Cc1ccc(C(=O)NCCNC(=O)c2ccc(F)cc2)cn1	i	-16
C/C(CC1CC(C)(C)OC1=O)=N/Nc1nc(-c2ccccc2)cs1 (centres undefined)	i	-20
COC(=O)N/N=C(\C)c1ccccc1OC(F)F	i	-13
O=C(NC1CCCc2ccccc21)C1CCN(c2c3c(nc4ncnn24)CCC3)CC1 (centres undefined)	i	-18
CC/C(CC(=O)C(F)(F)F)=N\NC(=O)/C(C#N)=C/N(C)C	i	-13
CC(C)N=c1scc(-c2ccco2)n1/N=C/c1ccc(O)c(O)c1	i	-1
Cc1cccc(NC(=S)N(CCN2CCOCC2)Cc2ccccc2F)c1	i	-31
CCc1noc(C)c1C(=O)N(C)CC(=O)Nc1ccccc1Br	i	-7
COc1ccc(-n2nc(C(=O)N3CCC(C#N)CC3)c3c4ccccc4n(C)c3c2=O)cc1	i	-16
CCc1ccc(-n2nc3ccc(NC(=O)c4ccc5c(c4)OCO5)cc3n2)cc1	i	-21
CCc1c(O)nc(SCC(=O)Nc2ccccc2OC)[nH]c1=O	i	-1
CCc1ccc(CNCc2cccnc2)cc1	i	-11

Further entries.
SMILES	CHT PAM	OX1R antag
CCN(c1ccc(NS(=O)(=O)c2cc(Cl)ccc2Cl)cc1)C(C)C	i	-3
COc1ccc(C(=O)NCCCNC(=O)c2cccnc2)cc1Br	i	-5
COC(=O)CSc1ccsc1C(=O)O	i	5
O=C(Nc1nc2ccsc2c(=O)s1)c1ccc(F)cc1	i	-13
CCCCC/C=C/C1=CC(=O)C[C@H](c2ccc3c(c2)OCO3)C1	nt	-17
Cc1c(C)c2ccc(Oc3ccc([N+](=O)[O-])cc3C(F)(F)F)c(C)c2oc1=O	i	-16
FC(F)(F)c1cccnc1Oc1ccc(C2=NCCS2)cc1	i	-11
COc1ccc(C2NC(=O)c3ccccc3N2)cc1OC (centres undefined)	i	-12
O=C1N=C(N2CCCC2C(=O)O)S/C1=C\c1ccco1 (centres undefined)	i	-8
CC(=O)Oc1ccc(-c2csc(Nc3ccc(Cl)cn3)n2)cc1	i	-33

Quoted at random: 6 entries already listed, in no set order.
SMILES	CHT PAM	OX1R antag
COc1ccc(C(=O)NCCCNC(=O)c2cccnc2)cc1Br	i	-5
COc1ccc(C2NC(=O)c3ccccc3N2)cc1OC (centres undefined)	i	-12
Cc1c(C)c2ccc(Oc3ccc([N+](=O)[O-])cc3C(F)(F)F)c(C)c2oc1=O	i	-16
O=C(Nc1nc2ccsc2c(=O)s1)c1ccc(F)cc1	i	-13
CC(=O)Oc1ccc(-c2csc(Nc3ccc(Cl)cn3)n2)cc1	i	-33
FC(F)(F)c1cccnc1Oc1ccc(C2=NCCS2)cc1	i	-11

The list goes on.
SMILES	CHT PAM	OX1R antag
Cc1nn(C)cc1/C=N/NC(=O)c1ccc2c(c1)OCO2	i	-8
CCN(CC)CCCn1c2c(c(SCC(=O)Nc3ccc(OC(F)(F)F)cc3)nc1=O)CCC2	i	-16
Cn1c(-c2cc(Br)ccc2O)n[nH]c1=S	i	7
Cc1cc(C)cc(NS(=O)(=O)c2ccc3c(c2)C(C)(C)C(=O)N3C)c1	i	-21
Cc1nonc1CC(=O)NC1CCCc2c1cnn2-c1ccc(F)cc1F (centres undefined)	i	1
Cc1ccc(NC(=O)/C(=C\c2ccccc2)NC(=O)c2ccco2)cc1	i	-23
COc1ccc(OC)c(S(=O)(=O)N2CCC(C(=O)Nc3cccc(C)c3C)CC2)c1	i	-12
CC1(C(=O)Nc2cccc(C(F)(F)F)c2)CO1 (centres undefined)	i	-17
CCN(C(=O)COc1ccccc1)C1CCCCC1	i	-11
OC(CNC1CCCC1)COc1ccc(F)cc1 (centres undefined)	i	nt
Cc1cc(O)c(CN2CCN(S(=O)(=O)c3cccs3)CC2)cc1C(C)C	nt	-14
COc1ccc(NCc2nnc(SCC(=O)Nc3cc(C)cc(C)c3)o2)cc1	i	-22
C/C(=N\NC(=O)CCc1c(C)n[nH]c1C)c1ccc([N+](=O)[O-])cc1	i	-8
C/C=C\C=C/C(=O)Nc1cccc(C2=NOC3(C2)C[C@H](C(N)=O)N(C(=O)Cc2ccc([N+](=O)[O-])cc2)C3)c1 (some centres undefined)	i	1
COc1ccc(C(=O)NC(=S)NCC2CCCO2)cc1 (centres undefined)	i	-15
O=C(COC(=O)c1ccc(Sc2ccccc2)c([N+](=O)[O-])c1)NC1CCCc2ccccc21 (centres undefined)	i	-28
S=c1nc[nH]c2c1[nH]c1ccc(Cl)cc12	i	-5
Cc1ccccc1C(=O)NCCn1cc(SCC(=O)NCC2CCCO2)c2ccccc21 (centres undefined)	i	-27
CCCC(=O)NNC(=O)CC(=O)Nc1ccccc1C(=O)O	i	0
CCCc1cnc(N2CCN(C(=S)NC)CC2)nc1	i	-8
Cc1ccc(NC(=O)COC(=O)c2cc(Cl)ccc2Cl)c(Br)c1	i	-13
Cc1cccc(C)c1OCc1cc(C(=O)N2CCC(C3CCCCC3)C2)no1 (centres undefined)	i	-29
O=C(CCc1nc2ccccc2c(=O)[nH]1)N1CCN(S(=O)(=O)c2ccc(F)cc2)CC1	nt	-10
COc1ccc(CCNC(=O)/C=C/C(=O)O)cc1	i	-12
CCN(c1ccccc1)S(=O)(=O)c1cccc(C(=O)NCc2ccncc2)c1	i	-40
CCOC(=O)Cc1csc(NC(=O)CSc2nccn2C)n1	i	-11
CC1CC2(C)Oc3ccccc3CC2C(C)C1CNCCCN(C)C (centres undefined)	i	-13
O=[N+]([O-])c1cc2c(c(CSc3ncccn3)c1)OCOC2	i	-20
COc1ccc(N2C3=[N+](CCCC3)CC2(C)O)cc1 (centres undefined)	i	-2
CC1CCCCN1C(=O)CCn1c(=S)oc2ccccc21 (centres undefined)	i	-25

Part of the list above, with two lines to a compound:
Below each compound – CHT PAM, OX1R antag
CCN(CC)CCCn1c2c(c(SCC(=O)Nc3ccc(OC(F)(F)F)cc3)nc1=O)CCC2
  i, -16
Cc1ccccc1C(=O)NCCn1cc(SCC(=O)NCC2CCCO2)c2ccccc21 (centres undefined)
  i, -27

(next part)
SMILES	CHT PAM	OX1R antag
CC(=O)Oc1ccc(C(=O)Nc2ccccc2C(=O)Nc2cccc(C(=O)O)c2)cc1	i	1
Cc1ccc(C23CC4CC(CC(NC(=O)NCCN(C)C)(C4)C2)C3)cc1	i	0
Cc1c(Br)c([N+](=O)[O-])nn1CC(=O)N1CCCc2ccccc21	i	-20
O=C(c1ccccc1Oc1ccccc1)N1CCN(c2ccccc2F)CC1	i	-14
COc1cccc(CNC(=O)C2CCN(S(=O)(=O)c3ccc4c(c3)CC(C)N4C(=O)C3CC3)CC2)c1 (centres undefined)	i	-17
C/C(=N/NC(=O)c1ccncc1)c1c[nH]c2ccccc12	i	-6
COc1ccc(NC(=O)C/C(C)=N/NC(=O)c2ccco2)c([N+](=O)[O-])c1	i	-25
CCn1c(SCC(=O)OC)nc2sc3c(c2c1=O)CCC3	i	-32
CCCCCC(=O)N1CCN(CCN=CC2=C(O)CC(c3ccco3)CC2=O)CC1 (centres undefined)	i	-30
Cc1cc(C(=O)OCC(=O)Nc2cccc(S(N)(=O)=O)c2)c2ccccc2n1	i	10
Fc1cccc(Cl)c1/C=N/n1c(-c2cccnc2)n[nH]c1=S	i	-8
O=C(NN1CCOCC1)NC12CC3CC(CC(C3)C1)C2	i	-17
